GRK2 inh = blocks RNA aptamer binding to human GRK2. P25098. bead flow cytometry, FAM-aptamer displacement from GRK2. inhibition of aptamer binding, % at 10 µM. 330,000 tested, 0.59% active;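 active = inhibition of aptamer binding above 40%, roughly 3 SD of noise, on plates passing a quality check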;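 also: median bead fluorescence of bound FAM aptamer so fluorescent compounds give negative values; no value below 0 was filed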
Fam108B counter = Fam108B inhibition, counter-screen for RBBP9 inhibitors; recombinant Fam108B, FP-Rh probe fluorescence polarization; inhibition, % at 9.51 µM; 300,000 tested, 0.33% active;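 active = inhibition above the screen mean inhibition plus 3 SD, computed separately per campaign, cut at about 18% in these data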;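 also: inhibitors lower polarization as less probe binds the enzyme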
VLA-4 inh = inhibition in a human VLA-4 binding assay. 330,000 tested, 0.2% active. inhibition, % (about 7 µM as worked out from the volumes in the protocol). VLA-4 expressing cells, ligand binding flow cytometry; in the data active = inhibition above about 50%
MCL1-BIM inh = inhibitors of human MCL1 binding to BIM-BH3 peptide; 320,000 tested, 0.68% active; GST-MCL1 / FITC-Bim-BH3 fluorescence polarization; inhibition, % at 10.9 µM; Q07820;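 active = inhibition above the mean inhibition of all tested compounds plus 3 SD, set per campaign, cut at about 40% in these data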;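 also: 0% = DMSO wells and 100% = unlabeled Bim-BH3 peptide control; higher means more loss of mP so more displacement of Bim peptide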
GLD-1 RNA inh = GLD-1-TGE RNA interaction inhibition (C. elegans). Q17339. purified GLD-1 + fluorescein TGE RNA, fluorescence polarization. inhibition, % at 5.96 µM. 320,000 tested, 0.44% active. AID 2280;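 active = percent inhibition above a per-plate cutoff, the plate mean of test compounds plus 3 SD, cut at about 30% in these data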;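 also: 0% = DMSO wells with GLD-1 and probe and 100% = wells lacking GLD-1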
MEX-5 binding = C. elegans MEX-5 TCR-2 RNA binding activity | 300,000 tested, 0.38% active | MEX-5/FITC-TCR2 RNA binding, fluorescence polarization; active compounds read low | Q9XUB2 | activity score (negative = inhibition of binding), % at 10 µM | AID 1832;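 active = inhibition past about -25% in most replicates, and total fluorescence under double the plate's negative control median, limit read from the data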;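 also: 0% = DMSO and -100% = 5 µM competing unlabeled TCR2 RNA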
Bcl-xL primary = blocks human Bcl-xL binding to Bim BH3 peptide. Q07817. GST-Bcl-xL / FITC-Bim BH3 peptide fluorescence polarization. inhibition, % at 10.9 µM. 320,000 tested, 0.7% active. AID 2129;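 active = inhibition above the mean of all tested compounds plus 3 SD, cutoff set per campaign, cut at about 30% in these data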;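 also: 0% = DMSO wells and 100% = unlabeled Bim-BH3 peptide competitor; inhibitors lower millipolarization by displacing the labeled peptide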
Efflux pump mplx = blocks antifungal efflux pumps in multiplex yeast assay; S. cerevisiae Candida pump triplex, Nile Red efflux; inhibition, % at 10 µM; 330,000 tested, 0.44% active; AID 485275;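 active = plate passing quality check with inhibition over a set limit, or well fluorescence over plate mean plus 4 SD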;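 also: Nile Red retained in pooled yeast measured as flow cytometry median fluorescence; 0% = buffer negative control and 100% = Enniatin B positive control; higher means more Nile Red kept so more efflux inhibition; some compounds called inactive have numbers as strong as hits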
PME-1 primary = PME-1 (human) inhibition; Q9Y570; recombinant PME-1, FP-Rh probe fluorescence polarization; inhibition, % at 5.9 µM; 320,000 tested, 0.53% active; AID 2130;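 active = inhibition above the campaign mean of all compounds plus 3 SD, cut at about 26% in these data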;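 also: competitive labeling of PME-1 active site by serine hydrolase directed probe; 0% = PME-1 with DMSO and 100% = wells lacking PME-1 enzyme; inhibitors block probe labeling so polarization falls and inhibition rises; many of its hits are not listed in these tables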
* marks the source's active call; other numbers are inactive results; x = no result given. An excerpt; the hit share may differ from the screen's.

Each structure is followed by: MCL1-BIM inh | GLD-1 RNA inh | Efflux pump mplx | VLA-4 inh | Fam108B counter | MEX-5 binding | Bcl-xL primary | PME-1 primary | GRK2 inh
1: COc1ccccc1N(CC(=O)N1CCN(c2ccc(F)cc2)CC1)S(=O)(=O)c1ccc(C)cc1
 : 16 | 5 | -0.1 | 5 | 1 | -0.3 | 6 | 2 | 1
2: C/C(=N\NC(=O)Cc1ccc([N+](=O)[O-])cc1)c1cccnc1
 : x | x | 0.1 | 4 | x | -6.1 | x | x | 13
3: CN1C(=O)N(C)C2C1NC(=O)N2C (stereo not drawn)
 : 3 | 5 | 0.0 | 16 | 1 | -2.5 | 5 | -3 | 5
4: O=C(O)c1cc2ccccc2c2cc(Br)ccc12
 : 3 | 4 | 0.0 | 10 | -7 | -0.1 | 8 | 0 | 2
5: Cn1c(-c2cccc3ccccc23)n[nH]c1=S
 : -26 | 10 | -0.1 | -16 | 7 | -1.9 | -15 | 3 | 3
6: CN(c1ccccc1)S(=O)(=O)c1ccc2[nH]c(=O)[nH]c2c1
 : 4 | -1 | -0.2 | 19 | -2 | -2.8 | 3 | -5 | 2
7: COc1cccc(C2=CC(=O)C[C@H](c3ccc(F)cc3)C2)c1
 : 4 | 1 | -0.2 | 0 | x | x | -1 | -1 | 0
8: O=C(CCCCCBr)N1CCC(CC2CC(c3ccc(Cl)cc3)=NO2)(C(=O)NCC2CCCCC2)CC1 (stereo not drawn)
 : 6 | 6 | -0.1 | 13 | -5 | 5.0 | 6 | 4 | 0
9: CCOC(=O)Cc1cc(OC)c(OC)cc1Cc1cc(OC)c(OC)cc1CC(=O)OCC
 : 4 | -3 | 0.1 | -4 | 2 | 0.5 | 7 | -2 | 3
10: CCCNC(=O)C(Cc1ccccc1F)NC(=O)c1ccccn1 (stereo not drawn)
 : 10 | 6 | -0.2 | 0 | x | x | 7 | 1 | 86*
11: O=C1CN(C(=O)/C=C/c2ccco2)c2ccccc2N1
 : 4 | -1 | 0.0 | 11 | 4 | -1.3 | 1 | 0 | 19
12: CC(NC(=O)CN(C)CC(=O)Nc1cccc(F)c1)c1ccccc1 (stereo not drawn)
 : -1 | -2 | 0.0 | -14 | x | x | -1 | -7 | 0
13: COC(=O)c1[nH]c2c(c1C)C(=O)CC(c1ccc(OC)cc1)C2 (stereo not drawn)
 : 8 | 5 | 0.0 | 1 | 4 | 1.8 | 6 | -12 | 1
14: COc1ccc(/C=C(\NC(=O)c2ccc(C)cc2)C(=O)NCCN2CCOCC2)cc1
 : -2 | 0 | 0.0 | 9 | 2 | -1.8 | -2 | 0 | 0
15: CCc1nnc(NC(=O)CSc2nc(C)nc3c2c(=O)n(C)c(=O)n3C)s1
 : 7 | 0 | 0.0 | 2 | 1 | -0.8 | 5 | 4 | 0
16: COc1cc(NC(=S)NC(=O)c2cc(C)cc(C)c2)ccc1NC(=O)c1cccs1
 : 8 | 1 | 0.0 | 0 | -12 | -1.9 | 2 | -13 | 0
17: Cc1csc(=NC(=O)c2ccccc2)n1CCO
 : 2 | 12 | 0.0 | -6 | 1 | -0.4 | 6 | -2 | 0
18: CC(CN1CCCCC1)OC(=O)Cc1ccc(Cl)cc1 (stereo not drawn)
 : 5 | -3 | 0.0 | 4 | -1 | 0.4 | 6 | 0 | 0
19: CC1=C([N+](=O)[O-])C(c2ccc(Cl)cc2)NC(=O)N1 (stereo not drawn)
 : 15 | 5 | -0.1 | -6 | 4 | -0.8 | 8 | -3 | 0
20: COc1ccc(NS(=O)(=O)c2ccc3c(c2)N(C(C)=O)CCO3)c(OC)c1
 : 2 | 4 | -0.1 | 11 | 0 | 1.0 | 9 | 4 | 7
21: Cc1nn(C)c(Oc2ccc(Cl)cc2)c1C(=O)Nc1ccc(F)cc1F
 : 4 | -1 | 0.1 | 0 | -3 | 2.5 | 4 | 0 | 2
22: CCc1nnc(NC(=O)c2cc(S(=O)(=O)N(C)c3ccc(OC)cc3)ccc2Cl)s1
 : 0 | -1 | 0.7 | 8 | -3 | 1.6 | -10 | -4 | 1
23: CC1CCCC(NC(=O)COC(=O)CCSc2ccccc2)C1C (stereo not drawn)
 : 8 | 4 | -0.1 | 6 | -3 | -0.9 | 8 | 3 | 1
24: CCOc1c2ccc(C(=O)N[C@H](C)C3CCCCC3)cc2nn1CCOC
 : 10 | 1 | 0.1 | -3 | 0 | 0.8 | 8 | -3 | 0
25: Cc1noc(C)c1C(=O)Nc1ccc(F)c(F)c1
 : 1 | -5 | 0.2 | -6 | 4 | 4.1 | -1 | -1 | 4
26: CC(=O)N1C(=S)NC(=O)/C1=C1/C(=O)N(CC(=O)Nc2cccc(C)c2)c2ccccc21
 : 14 | 3 | -0.1 | 8 | -7 | 2.5 | 6 | 7 | 0
27: Cc1ccc(Cn2nnc3c(=O)[nH]c(C4CCCN(S(=O)(=O)c5ccccc5)C4)nc32)cc1 (stereo not drawn)
 : -3 | 1 | 0.2 | 3 | -1 | 0.8 | 2 | 19 | 0
28: COC(=O)c1nc(N)sc1-c1ccc(Cl)c(Cl)c1
 : 5 | 2 | -0.1 | -4 | 3 | 1.5 | 0 | -1 | 2
29: CC(=O)Oc1ccc(C(=O)Nc2ccccc2C(=O)Nc2ccc(C(=O)O)cc2)cc1
 : 6 | -7 | 0.1 | 7 | 1 | 2.1 | 4 | -7 | 0
30: Cc1ccc(CN2CCN(/N=C/c3cc([N+](=O)[O-])ccc3Cl)CC2)cc1
 : 6 | -2 | -0.1 | -5 | -1 | -2.9 | 4 | -12 | 0

Given in transposed form: 4 of the compounds above
16) COc1cc(NC(=S)NC(=O)c2cc(C)cc(C)c2)ccc1NC(=O)c1cccs1
23) CC1CCCC(NC(=O)COC(=O)CCSc2ccccc2)C1C (stereo not drawn)
18) CC(CN1CCCCC1)OC(=O)Cc1ccc(Cl)cc1 (stereo not drawn)
24) CCOc1c2ccc(C(=O)N[C@H](C)C3CCCCC3)cc2nn1CCOC

compound no. | 16 | 23 | 18 | 24
MCL1-BIM inh | 8 | 8 | 5 | 10
GLD-1 RNA inh | 1 | 4 | -3 | 1
Efflux pump mplx | 0.0 | -0.1 | 0.0 | 0.1
VLA-4 inh | 0 | 6 | 4 | -3
Fam108B counter | -12 | -3 | -1 | 0
MEX-5 binding | -1.9 | -0.9 | 0.4 | 0.8
Bcl-xL primary | 2 | 8 | 6 | 8
PME-1 primary | -13 | 3 | 0 | -3
GRK2 inh | 0 | 1 | 0 | 0

Entries shown so far with bromine:
Each structure is followed by: MCL1-BIM inh | GLD-1 RNA inh | Efflux pump mplx | VLA-4 inh | Fam108B counter | MEX-5 binding | Bcl-xL primary | PME-1 primary | GRK2 inh
4: O=C(O)c1cc2ccccc2c2cc(Br)ccc12
 : 3 | 4 | 0.0 | 10 | -7 | -0.1 | 8 | 0 | 2
8: O=C(CCCCCBr)N1CCC(CC2CC(c3ccc(Cl)cc3)=NO2)(C(=O)NCC2CCCCC2)CC1 (stereo not drawn)
 : 6 | 6 | -0.1 | 13 | -5 | 5.0 | 6 | 4 | 0

Shown with one line to a screen: two of the compounds above
14) COc1ccc(/C=C(\NC(=O)c2ccc(C)cc2)C(=O)NCCN2CCOCC2)cc1
15) CCc1nnc(NC(=O)CSc2nc(C)nc3c2c(=O)n(C)c(=O)n3C)s1

Assay by compound,14,15
MCL1-BIM inh,-2,7
GLD-1 RNA inh,0,0
Efflux pump mplx,0.0,0.0
VLA-4 inh,9,2
Fam108B counter,2,1
MEX-5 binding,-1.8,-0.8
Bcl-xL primary,-2,5
PME-1 primary,0,4
GRK2 inh,0,0

Continuation.
Each structure is followed by: MCL1-BIM inh | GLD-1 RNA inh | Efflux pump mplx | VLA-4 inh | Fam108B counter | MEX-5 binding | Bcl-xL primary | PME-1 primary | GRK2 inh
31: COc1ccc(S(=O)(=O)Nc2ccccc2C(=O)N2CCOCC2)cc1OC
 : -1 | 1 | -0.1 | -4 | 2 | 1.6 | 5 | 6 | 0
32: O=C(Cn1cncn1)N/N=C/c1ccccc1O
 : 1 | -5 | 0.0 | 4 | -1 | x | 1 | -2 | 4
33: O=C(OCC(=O)N1CCCCCC1)c1ccc([N+](=O)[O-])cc1Cl
 : 4 | -1 | 0.0 | -1 | 1 | 0.4 | 7 | -6 | 3
34: O=C1CCCC2=C1C(O)(C(F)(F)F)C(=O)N2Cc1ccccc1 (stereo not drawn)
 : 0 | 2 | 0.0 | 5 | 5 | 1.9 | 6 | 3 | 0
35: Clc1ccccc1OCc1nn[nH]n1
 : 1 | -4 | -0.1 | -6 | 3 | -0.6 | 2 | 4 | 3
36: CN(C(=O)c1cccc(C#N)c1)c1nnc(-c2cnccn2)s1
 : -2 | 0 | 0.1 | -4 | 2 | 0.5 | -3 | -5 | 0
37: Cc1ccc(C)c(OCC(O)CN2CCC(CN3C(=O)c4cccc5cccc(c45)C3=O)CC2)c1 (stereo not drawn)
 : 9 | -1 | 0.0 | 22 | -2 | 0.3 | 4 | 0 | 0
38: CCN(CC)c1cc2nc(C)n(Cc3ccccc3)c(=O)c2cc1NC(=O)C1CC1
 : 4 | -1 | 0.0 | -20 | 3 | 1.9 | -4 | -9 | 3
39: Cc1n[nH]c(C)c1S(=O)(=O)N1CCN(C2CCCCC2)CC1
 : 0 | 6 | 0.5 | -14 | 2 | 1.3 | -4 | -3 | 1
40: Cc1ccc(-c2ccc(/C=C3\C(=O)ON=C3c3ccccc3)o2)c([N+](=O)[O-])c1
 : 29 | 10 | 0.2 | 42 | 22* | -1.5 | 10 | 11 | 0
41: O=C(CCc1nnc(CCCCc2ccccc2)o1)NCCC1CCCCO1 (stereo not drawn)
 : 2 | 6 | 0.2 | 6 | -2 | 1.1 | 5 | -1 | 0
42: CCOc1ccc(N(CC(=O)O)S(=O)(=O)c2ccc(F)cc2)cc1
 : 7 | 2 | 0.0 | 3 | 1 | x | 5 | 0 | 0
43: COc1ccc(CSc2nnnn2C)cc1F
 : -2 | 0 | -0.3 | -1 | 7 | -1.3 | 3 | 1 | 3
44: COCCCNS(=O)(=O)c1ccc(Oc2ncc(C(F)(F)F)cc2Cl)cc1
 : 2 | 3 | 0.0 | -12 | -3 | 1.3 | 6 | -4 | 0
45: O=C(O)Cc1cc(I)c(Oc2ccc(O)c(I)c2)c(I)c1
 : 9 | 6 | 0.0 | 34 | 10 | -0.5 | 10 | -2 | 0
46: COc1ccc(SC[C@H](Cc2ccccc2)N2CC[C@@H](NC(=O)OCc3ccccc3)CCC2=O)cc1
 : 6 | -2 | 0.1 | 0 | x | x | 3 | -6 | 0
47: COc1ccc(S(=O)(=O)N2CCCCCC2)cc1C(=O)N(C)Cc1c(F)cccc1Cl
 : 6 | 0 | -0.1 | -6 | x | x | 6 | 24 | 0
48: CCOCC(=O)Nc1ccc(F)c(F)c1
 : -7 | 7 | 0.1 | 2 | -2 | 0.7 | 3 | -6 | 0
49: Cc1nc2ccc(S(=O)(=O)Nc3cccc(-c4nc5cccnc5s4)c3)cc2s1
 : 1 | 1 | -0.1 | 5 | -3 | 0.5 | 4 | -11 | 0
50: O=C(c1cccc(-c2ccccc2F)c1)N1CC[C@@H](N2CCC(O)CC2)[C@H](O)C1
 : -1 | -4 | 0.0 | 5 | 2 | -0.4 | 4 | -1 | 0
51: CCCCN1CCC(COC(=O)c2cc(Cl)c(N)c3c2OCCO3)CC1
 : -3 | -1 | -0.1 | 11 | -5 | x | 1 | -4 | 4

High-throughput results deposited in PubChem BioAssay by several laboratories.
